# Bioassay records: PubChem BioAssay, several laboratories
# KCC2 mod = modulators of human KCC2 chloride dependent transport | AID 1456 | Q9H2X9 | B-score of Tl+ flux slope (higher = more flux/activation; lower = inhibition) at 10 µM | 190,000 tested, 2.2% active | KCC2 cells, thallium flux FluoZin-2 fluorescence;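 active means thallium flux slope and its plate-corrected score both differing from the plate sample mean at a set confidence after two filtering rounds, in either direction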;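 further: slope of fluorescence scaled to starting intensity during 10 to 20 s after thallium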
# Thrombin inh = thrombin (human) inhibition | alpha-thrombin, Boc-VPR-AMC fluorogenic substrate cleavage | AID 1046 | inhibition, % at 5 µM | 220,000 tested, 0.26% active;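 active means inhibition at or above 40%; inactive means inhibition below 40%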;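 further: 0% = enzyme with no compound and 100% = wells without enzyme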
#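 System: Human alpha-thrombin protein | Medium: pH 7.5 Tris (50 mM) with NaCl 150 mM, Tween 20 0.05% | Times: Enzyme reaction carried out at room temperature | Detection: AMC fluorescence, 355/460 nm | Evaluation: Percent inhibition scaled between no-compound controls and no-enzyme blanks | Benchmarks: Enzyme without compound as high, wells lacking enzyme as low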
# KLK5 inh = kallikrein 5 (human) inhibition; Q9Y337; recombinant hK5, fluorogenic AMC substrate cleavage; inhibition, % at 5 µM; 210,000 tested, 0.59% active;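 active means inhibition of 40% or more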;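 further: 0% = enzyme controls without compound and 100% = no-enzyme blanks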
# Target sequence (Q9Y337 67-293 limits assumed): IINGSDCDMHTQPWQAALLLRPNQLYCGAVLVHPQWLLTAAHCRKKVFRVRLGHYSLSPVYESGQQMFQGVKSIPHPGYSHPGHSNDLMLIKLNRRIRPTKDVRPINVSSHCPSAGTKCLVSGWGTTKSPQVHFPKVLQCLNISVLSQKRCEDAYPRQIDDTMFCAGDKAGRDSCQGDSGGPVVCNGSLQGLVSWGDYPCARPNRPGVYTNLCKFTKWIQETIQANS
# eIF4E-4G inh = eIF4E/eIF4G interaction inhibition in translation initiation | P63073+Q04637 | TR-FRET eIF4E-eIF4GI(517-606) binding, 2 h | inhibition, % at 21.7 µM | 220,000 tested, 0.37% active | AID 782;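 further: 0% = full FRET control wells and 100% = background wells lacking eIF4GI fragment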
# Furin inhibitor = blocks human furin protease activity | P09958 | purified furin, fluorogenic substrate cleavage | inhibition, % at 30 µM | 220,000 tested, 0.061% active | AID 463115; in the data active means inhibition above about 25%; further: inactives centre near -15
# EBV gp42 inh = blocks Epstein-Barr virus glycoprotein 42 binding. 220,000 tested, 0.42% active. Fluorescence polarization binding assay, mP read-out. Q1HVG2. inhibition, % (tested at 21.74 µM); in the data active means inhibition above about 50%
# Target sequence (Q1HVG2 whole entry, looked up): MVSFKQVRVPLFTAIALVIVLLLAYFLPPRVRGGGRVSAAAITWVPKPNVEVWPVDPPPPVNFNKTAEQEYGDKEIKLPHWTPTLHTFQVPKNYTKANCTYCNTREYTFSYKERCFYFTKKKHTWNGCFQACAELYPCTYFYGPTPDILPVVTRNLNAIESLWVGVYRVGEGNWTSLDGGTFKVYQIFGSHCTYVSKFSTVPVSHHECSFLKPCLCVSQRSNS
# p47phox inh = inhibitors of human p47phox binding; P14598; p47phox/p22phox peptide binding, fluorescence polarization, 2 h; inhibition, % at 24.7 µM; 220,000 tested, 0.53% active; AID 1274;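 further: 0% = p47phox with labelled peptide and 100% = labelled peptide alone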
# Rad51 HR inh = blocks human Rad51 in homologous recombination; AID 1385; 200,000 tested, 0.085% active; inhibition, % at 10 µM; Q06609; hRad51 DNA strand exchange, fluorescence dequenching;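 active means inhibition above 40% at the single screening dose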;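 further: 0% = DMSO control wells and 100% = blanks with heterologous ssDNA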
# Target sequence (Q06609 whole entry, looked up): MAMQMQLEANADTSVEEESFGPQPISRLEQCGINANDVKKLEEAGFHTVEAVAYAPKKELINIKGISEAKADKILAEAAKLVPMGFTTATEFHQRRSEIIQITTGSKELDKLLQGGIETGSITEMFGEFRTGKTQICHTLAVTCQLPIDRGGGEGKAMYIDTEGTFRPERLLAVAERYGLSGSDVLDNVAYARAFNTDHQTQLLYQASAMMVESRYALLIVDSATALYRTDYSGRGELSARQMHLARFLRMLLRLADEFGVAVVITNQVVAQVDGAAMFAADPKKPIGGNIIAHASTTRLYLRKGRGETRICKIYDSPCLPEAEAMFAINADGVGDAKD
#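 Assay system: Human Rad51 nucleoprotein filaments preassembled on unlabelled ssDNA | Reagent: Donor/quencher-labelled 47-bp dsDNA substrate | Doses: One concentration, 10 µM final | Times: 37 °C 15-min filament assembly, 30-min compound preincubation, 15-min exchange | Technique: Fluorescein emission 520 nm, excitation 485 nm | Benchmarks: Plate control and blank wells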
# 14-3-3 Bad PPI = disrupts binding of bovine 14-3-3 zeta to phospho-Bad peptide. P63103. TR-FRET 14-3-3zeta/Dy647-pBad peptide displacement, 1 h. inhibition, % at 21.7 µM. 220,000 tested, 0.71% active. AID 781;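 active means inhibition above about 70%, limit read from the data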;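 further: 0% = full 14-3-3 plus peptide FRET controls and 100% = background without 14-3-3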
# Target sequence (P63103 whole entry, looked up): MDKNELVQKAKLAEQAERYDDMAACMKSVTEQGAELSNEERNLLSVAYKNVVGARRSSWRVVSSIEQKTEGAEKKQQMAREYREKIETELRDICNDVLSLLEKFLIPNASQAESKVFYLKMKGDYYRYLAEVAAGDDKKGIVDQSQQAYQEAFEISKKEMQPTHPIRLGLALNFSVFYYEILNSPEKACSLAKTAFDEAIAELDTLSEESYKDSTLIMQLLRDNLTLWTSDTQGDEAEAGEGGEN
# Active calls of the source: *; / = not tested or not shown; [ ] = remark or other dose.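 How the source made its calls, unless noted: active means inhibition above about 30% (limit read from the data); inactive means the rest.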
SMILES,KCC2 mod,Thrombin inh,KLK5 inh,eIF4E-4G inh,Furin inhibitor,EBV gp42 inh,p47phox inh,Rad51 HR inh,14-3-3 Bad PPI
CSc1ccccc1NC(=O)C1CC(c2ccccc2O)=NO1 (centres undefined),-1.3,2,-6,-9,-21[20 µM],-30,-3,8,13
COc1ccc(NC(=O)CN2CCN(S(=O)(=O)c3ccc(F)cc3)CC2)cc1Cl,/,-3,5,3,-19,-1,-11,7,-14
O=C(Nc1nc2ccccc2[nH]1)c1ccc(F)cc1,/,1,-9,1,-18,-16,-12,-4,5
CCCc1sc(N2CCCC(C(N)=O)C2)nc1-c1ccccc1 (centres undefined),-1.8,-5,-9,18,-22,-4,-10,-14,-2
COc1ccc(CCNC(=O)C2CC(c3ccc(C(F)(F)F)cc3)=NO2)cc1 (centres undefined),/,-8,-3,-1,-29,1,-10,-2,-9
COc1cccc(/C(O)=C2/C(=O)C(=O)N(Cc3ccco3)C2c2ccncc2)c1 (centres undefined),/,0,-1,5,-8[20 µM],-20,14,-5,60
Cc1cccc(NC(=O)c2cc(-c3ccccn3)nc3ccccc23)c1C,-0.0038,2,-11,-8,3,-4,-1,-8,-10
CN(C)S(=O)(=O)c1ccc(C(=O)OCn2nnc3ccccc3c2=O)cc1,0.46,-4,-5,-1,-4,-1,3,0,5
Cc1ccc(C)n1CCN1CCN(C(=O)CC#N)CC1,-0.55,0,-1,0,-9,-7,-17,-3,-8
CSc1ccc(/C=C(\NC(=O)c2ccc(C)cc2)C(=O)NN)cc1,-0.14,-3,4,-4,-9,-6,-7,/,-6
Cc1ccc[n+](CC(=O)Nc2nc3ccccc3s2)c1,/,-8,-4,3,-17,-16,-9,-122,0
Cc1c(C(=O)OC2CCCC2)[nH]c2c1C(=O)CC(c1ccco1)C2 (centres undefined),0.34,-6,-18,0,-26,-1,-15,2,-3
COc1cc(CC(=O)OCC(=O)Nc2cccc([N+](=O)[O-])c2)cc(OC)c1OC,-0.38,18,11,5,-2,-24,0,-4,4
Cc1ccc(C(=O)Cn2c(C)cc(C)c(C#N)c2=O)cc1,-0.3,2,-3,-11,-5,-7,-1,1,-4
O=C(Nc1ccc(N2CCCC2)cc1)C(Cl)c1ccccc1 (centres undefined),-0.76,0,-2,-2,-18[20 µM],-10,-3,4,2
Cn1c(CO)cnc1S(=O)(=O)Cc1ccc([N+](=O)[O-])cc1,-0.0098,-7,-9,0,-19[20 µM],-6,-19,6,1
C=CCNC(=O)COc1ccc(S(=O)(=O)NC2CCCCC2)cc1,-0.56,3,-32,-3,-20[20 µM],-11,3,5,-10
CCCCOC(=O)c1ccc(NC(=S)NC(=O)c2c(Br)c(C)nn2C)cc1,29*,-3,-3,2,-29,-46,-109,2,-1
COc1cc(O)c(C(CC(=O)N2CCCC(C)C2)c2cc(OC)c(OC)c(OC)c2)c(OC)c1 (centres undefined),-0.75,-4,-1,-4,-21,-13,-8,-8,-5
COc1cc(OC)c(OC)cc1/C=N/NC(=S)NCC1CCCO1 (centres undefined),-1.1,1,-21,-1,8[20 µM],-5,-25,-3,-14
CCn1c(SCC(=O)Nc2cc(NC(C)=O)ccc2OC)nnc1-c1cccnc1,-0.68,-4,-17,-4,0[20 µM],-16,-6,4,5[fluorescence artefact?]
Cc1ccc(-n2ncc3c(SCc4ccccc4)ncnc32)cc1,22*,13,40,3,-18,3,-16,-11,-1
O=[N+]([O-])c1ccc(N2CCN(C(=S)c3cccc([N+](=O)[O-])c3)CC2)cc1,0.013,0,3,4,-14,-33,-11,-32,-1
O=C(Nc1ncn[nH]1)c1ccc([N+](=O)[O-])cc1[N+](=O)[O-],0.055,3,-11,2[fluorescence artefact?],-16[20 µM],16,5,-8,1[fluorescence artefact?]
CNc1nc(-c2ccccc2)nc(-c2ccccc2)c1C#N,0.2,1,2,2,-14[20 µM],-11,-5,-3,-4

# Rewritten with each value named: part of the list above.
compound: COc1cc(OC)c(OC)cc1/C=N/NC(=S)NCC1CCCO1 (centres undefined)
  KCC2 mod: -1.1
  Thrombin inh: 1
  KLK5 inh: -21
  eIF4E-4G inh: -1
  Furin inhibitor: 8[20 µM]
  EBV gp42 inh: -5
  p47phox inh: -25
  Rad51 HR inh: -3
  14-3-3 Bad PPI: -14

compound: CCn1c(SCC(=O)Nc2cc(NC(C)=O)ccc2OC)nnc1-c1cccnc1
  KCC2 mod: -0.68
  Thrombin inh: -4
  KLK5 inh: -17
  eIF4E-4G inh: -4
  Furin inhibitor: 0[20 µM]
  EBV gp42 inh: -16
  p47phox inh: -6
  Rad51 HR inh: 4
  14-3-3 Bad PPI: 5[fluorescence artefact?]

# The list goes on.
SMILES,KCC2 mod,Thrombin inh,KLK5 inh,eIF4E-4G inh,Furin inhibitor,EBV gp42 inh,p47phox inh,Rad51 HR inh,14-3-3 Bad PPI
Nc1ccc(OCCCc2c(N)nc(N)nc2N)cc1,0.63,3,-5,14,-15,1,18,23,27
COc1ccccc1C(NC(=O)C1CCCCC1)c1c(O)ccc2ccccc12 (centres undefined),0.15,2,-10,-4,-12,-9,1,/,0
O=C(Oc1ccc(Cl)cc1N1C(=O)CCC1=O)c1ccco1,0.72,6,0,2,-20[20 µM],-18,-3,-3,-8
CCCCSc1nnc(C)c(=O)[nH]1,-0.016,5,1,-14[fluorescence artefact?],-26,-14,-2,-3,8[fluorescence artefact?]
O=C(CSc1nc2ccccc2c(=O)n1NC(=O)Cc1ccccc1)NCc1ccccc1Cl,-1.8,-4,0,4,-9[20 µM],-3,4,6,20
COc1ccc(S(=O)(=O)N2CCN(C(=O)c3cccc(Cl)c3)CC2)cc1,-0.12,1,-1,-7,-9[20 µM],1,-4,5,-21
COc1ccc(C(=O)Cn2c3ccccc3n3nc(CCC(=O)O)c(=O)nc23)cc1OC,0.28,-3,-26,5,-13[20 µM],-3,-1,1,-6
CN(C)c1ccc(P(=O)(OCc2ccccc2)C(O)c2ccc(Br)cc2)cc1 (centres undefined),0.46,4,6,2,-16,-19,-4,-6,3
CCc1ccc2c(c1)cc(CN(C(=S)Nc1ccccc1Cl)C1CC1)c1nnnn12,0.12,0,-11,-17[fluorescence artefact?],-14[20 µM],1,-4,5,-3[fluorescence artefact?]
CCOc1c(OC)cccc1C1CC(=O)Nc2cc(OC)c(OC)cc21 (centres undefined),0.1,-2,-7,1,2,-13,-17,-3,-2[fluorescence artefact?]
Cc1ccnc(SCC(=O)N2CCN(C(c3ccccc3)c3ccccc3)CC2)n1,/,5,0,-5[fluorescence artefact?],-15[20 µM],-30,3,3,-10
COc1cc(C(=O)O)cc(NC(=O)c2ccco2)c1OC,-0.24,0,5,-4,-26,-2,2,5,-5
Cc1nnc(NC(=O)CSc2nnc(-c3ccoc3C)n2CC(C)C)s1,0.14,0,5,0,-31,1,-11,-3,10
O=C1N=C(N2CCN(c3ccccc3)CC2)S/C1=C\c1ccco1,/,-10,-2,2,-10,-14,-7,-7,-12
COc1ccc(N=Cc2ccc[nH]2)cc1,-0.0007,4,-16,12,-29[20 µM],-15,-9,-6,-1
CCn1c(=O)cc(OCC(=O)NC2CCCCC2)c2ccccc21,-0.9,1,0,-5,-5[20 µM],1,2,-1,11
Cc1cc(C)n(-c2ccc(N3CCOCC3)nn2)n1,-0.64,-4,12,-2,9[20 µM],-4,-8,-7,1
Cc1ccc(N(CC(=O)Nc2ccccc2-c2ccccc2)S(=O)(=O)c2ccccc2)c(C)c1,-0.83,0,-10,0,-19,-2,2,/,-9
CC(C)(C)CC(=O)NCc1cccs1,-0.54,-4,-3,-1,-27,-15,5,-1,-2
CCN(CC)c1ccc(C(=O)OCC(=O)Nc2ccccc2-c2ccccc2)cc1,-0.04,-3,-9,2,0,2,-3,10,1
CCOC(=O)N/N=C/C=C/c1ccccc1[N+](=O)[O-],-0.26,0,1,-1,-25,-1,-4,5,-4
Cc1cc(C)nc(SCC(=O)NCc2ccco2)n1,0.74,-4,-25,-7,-26[20 µM],-3,-11,-9,-3
CCS(=O)(=O)N1CCN(c2ccc(C(=O)NC34CC5CC(CC(C5)C3)C4)cc2[N+](=O)[O-])CC1,1.5,1,-5,-2,-17,1,-5,28,-4
Cc1ccc2c(c1)NC(c1cccs1)C1=C(CC(C)(C)CC1=O)N2 (centres undefined),0.41,7,1,-3,-3,-14,11,11,-13
CS(=O)(=O)Nc1ccccc1C(=O)N1CCN(c2ccccc2)CC1,0.37,0,-3,-7[fluorescence artefact?],-18[20 µM],-5,-7,/,-8[fluorescence artefact?]

# (further entries)
SMILES,KCC2 mod,Thrombin inh,KLK5 inh,eIF4E-4G inh,Furin inhibitor,EBV gp42 inh,p47phox inh,Rad51 HR inh,14-3-3 Bad PPI
C#CCOCCOCCOCCNc1nc(N2CCN(C(=O)[C@H]([C@@H](C)CC)n3cc([C@@H](N)CC(C)C)nn3)CC2)nc(N2CCN(C(=O)[C@H](Cc3ccc(O)cc3)n3cc([C@@H](N)CC(C)C)nn3)CC2)n1,0.52,-2,-3,2,-32,-4,/,11,31
Cn1cccc1CC(=O)N/N=C/c1ccc(Cl)cc1,0.31,0,2,0,-28,-7,-3,13,-2
O=C(CSc1nnc(Nc2ccccc2)s1)NCCN1C(=O)CSC1=O,-0.67,3,-8,-1[fluorescence artefact?],-9,-19,-8,3,-17[fluorescence artefact?]
CN=c1sc(C(=O)Nc2cccc(Cl)c2)cc(=O)n1C,1.1,1,-16,3,-16,3,-6,-2,7[fluorescence artefact?]
Cc1nn(Cc2ccccc2Cl)c(C)c1C(=O)N1CCN(c2ccccc2)CC1,-0.57,0,0,6,-16,-5,0,-2,1
CC(C)NC(=O)NC(=O)COC(=O)c1ccccc1F,0.081,-2,-6,0,-18,-25,-11,-9,-16[fluorescence artefact?]
O=C(Nc1cccc(C(=O)N2CCCCCC2)c1)c1ccco1,0.026,3,-7,-3,-16[20 µM],-10,-4,4,-1
COc1cc2ccccc2cc1C(=O)Nc1ccc(S(=O)(=O)Nc2cc(C)on2)cc1,-0.083,-3,14,1,-10,0,-8,7,10
Fc1ccccc1CSc1nc2ccccc2[nH]1,-0.53,3,-8,-1[fluorescence artefact?],-7[20 µM],-13,-2,/,-5
CC1(C)CC(=O)C2=C(C1)N(Cc1ccccc1)C(=O)C2(NC(=O)C(C)(C)C)C(F)(F)F (centres undefined),-0.11,19,53*,-5,-16[20 µM],-16,6,5,1[fluorescence artefact?]
O=C(Nc1ccc(Cl)c(Cl)c1)N1N=CCC1c1ccccc1 (centres undefined),-1.1,4,3,0,-6,-1,-7,6,10
c1ccc2ncc(-n3cnnn3)cc2c1,3*,-6,-13,-2[fluorescence artefact?],-17[20 µM],-8,-11,-5,-5
O=C(CSc1nc(-c2ccccc2)nc2c1Cc1ccccc1O2)Nc1ccc(C(=O)O)cc1,-0.85,-7,-5,60*,-30,87*,-101,-2,94*
CCOC(=O)c1cccc(NC(=O)CCc2nc(-c3ccc(C)cc3)no2)c1,0.78,0,7,1,-13[20 µM],-20,0,15,11
C/C(=N\NC(=O)Cc1c[nH]c2ccccc12)c1ccc2ccccc2c1,0.25,-11,-11,-1,-15,4,-18,2,-12
CC(C)CNC(CC(=O)O)c1ccccc1 (centres undefined),0.11,-9,-7,1,-11,-3,-6,-13,-4
Cc1cc(C)n(-c2ccc(C(=O)OCC(=O)Nc3ccc(Cl)c(S(=O)(=O)N(C)C)c3)cc2)n1,-0.00058,2,1,3,-10[20 µM],-19,-12,5,-7[fluorescence artefact?]
Oc1ccc(-c2nc3ccccn3c2NCc2ccco2)cc1,-0.8,-20,-3,-3,-27[20 µM],7,-7,10,0

# Random draw from the library. About 4.7% of those tested had a hit in this group.
